Screening results from PubChem BioAssay.
RGS4 block = inhibitors of human RGS4 | HEK293 M3R/RGS4 inducible, Fluo-4 calcium flux; stronger effect = higher value; triggered by carbachol at its EC20 | B-score at 10 µM | 0.45% of 310,000 active | AID 463165;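 active = B-score, a plate-corrected calcium signal, over three deviations above library mean, with baseline fluorescence within five deviations of library mean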;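 also: RGS4 expression induced by doxycycline in cells with stable M3 receptor; B-score is computed from the integrated fluorescence ratio over baseline after carbachol; higher B-score means a larger calcium signal and so more RGS4 inhibition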
TMEM16A inh = mouse TMEM16A channel inhibition, primary screen; HEK293 TMEM16A/YFP iodide influx fluorescence, ionomycin; normalized B-score (activity score, 25-100; higher = stronger inhibition) at 10 µM; 1.2% of 310,000 active; AID 588511;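 active = ratio plate-corrected score three or more library SD toward inhibition, starting fluorescence score within five deviations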;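 also: score derived from kinetic fluorescence span divided by baseline fluorescence per well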
MrgX1 PAM = human MrgX1 positive allosteric modulation, primary screen; 0.63% of 310,000 active; B-score at 10 µM; MrgX1-HEK293, Fluo-4 calcium flux, FDSS; stronger effect = higher value; AID 588675;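 active = plate-corrected calcium response at least 3 library SD above typical, normal starting fluorescence, not activating the receptor alone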;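 also: compound read alongside a low EC10 to EC30 dose of BAM8-22 agonist; peak minus trough fluorescence over baseline measured at the second addition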
TRPC6 activator = mouse TRPC6 channel activation. Q61143. HEK293-TRPC6 membrane potential dye fluorescence; stronger effect = higher value. B-score at 10 µM. 0.13% of 310,000 active. AID 2550;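 active = B-score of the integrated fluorescence ratio above library mean plus 3 SD, and starting fluorescence ratio within library mean plus 5 SD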;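 also: higher score means more depolarization so channel activation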
Target sequence (Q61143 whole entry, looked up): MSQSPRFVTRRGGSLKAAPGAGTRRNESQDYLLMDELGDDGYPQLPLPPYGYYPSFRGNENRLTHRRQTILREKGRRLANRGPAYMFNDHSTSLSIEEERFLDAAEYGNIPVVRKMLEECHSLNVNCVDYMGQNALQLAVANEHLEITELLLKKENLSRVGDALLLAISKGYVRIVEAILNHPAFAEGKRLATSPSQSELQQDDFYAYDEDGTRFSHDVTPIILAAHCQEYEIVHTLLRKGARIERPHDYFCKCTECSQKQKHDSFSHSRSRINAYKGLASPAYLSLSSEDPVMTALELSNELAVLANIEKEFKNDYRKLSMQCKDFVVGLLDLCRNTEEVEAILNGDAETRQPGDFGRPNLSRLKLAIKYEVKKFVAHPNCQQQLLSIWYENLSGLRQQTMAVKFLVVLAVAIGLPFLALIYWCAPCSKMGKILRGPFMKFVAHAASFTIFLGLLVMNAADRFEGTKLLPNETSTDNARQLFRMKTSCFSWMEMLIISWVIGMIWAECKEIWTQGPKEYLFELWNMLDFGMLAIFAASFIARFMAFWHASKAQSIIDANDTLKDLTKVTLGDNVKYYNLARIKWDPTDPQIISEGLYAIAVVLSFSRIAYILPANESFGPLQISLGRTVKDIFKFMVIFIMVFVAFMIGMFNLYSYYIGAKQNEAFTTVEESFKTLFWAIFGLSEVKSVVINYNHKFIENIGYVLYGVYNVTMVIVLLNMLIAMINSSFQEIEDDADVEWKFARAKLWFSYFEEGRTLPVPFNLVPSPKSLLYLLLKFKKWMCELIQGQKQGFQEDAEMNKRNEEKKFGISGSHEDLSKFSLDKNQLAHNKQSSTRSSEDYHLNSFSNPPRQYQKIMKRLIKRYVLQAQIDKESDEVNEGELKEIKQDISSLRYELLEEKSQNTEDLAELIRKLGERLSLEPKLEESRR
MrgX1 agonist = activates human MrgX1 receptor signaling; MrgX1-HEK293 cells, Fluo-4 calcium fluorescence, agonist mode; stronger effect = higher value; B-score at 10 µM; 0.44% of 310,000 active; Q96LB2;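 active = calcium response B-score plate-corrected fluorescence ratio at least 3 library SD, with starting fluorescence B-score inside 5 SD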
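Material: MrgX1-expressing HEK293 cells; input: 15,000 cells per well; doses: test compound given as first of three sequential additions; schedule: overnight plating before 1 h dye loading; technique: Fluo-4 NW calcium-flux fluorescence, kinetic read; evaluation: baseline-normalised fluorescence change ratio, B-scored; control set: plate-wise positive and negative controls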
SKKanGAS inh = SKKanGAS growth inhibition | S. pyogenes SKKanGAS, kanamycin growth, BacTiter-Glo, 6 h | inhibition, % at 7.5 µM | 1.3% of 300,000 active;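 active = mean replicate score, as percent of positive control median, at least 50; inconclusive = mean below 50 but one replicate at or above 50; inactive = mean and every replicate below 50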;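 also: strain carries kanamycin resistance gene driven by streptokinase promoter and grows in 40 µg/ml kanamycin; loss of luminescence reflects streptokinase promoter inhibition or plain growth inhibition; 0% = median of DMSO wells and 100% = positive control at its reference dose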
TMEM16A act = activators or potentiators of mouse TMEM16A chloride channel. HEK293 TMEM16A/YFP-H148Q/I152L, iodide quench fluorescence; stronger effect = lower value. B-score at 10 µM. 0.3% of 340,000 active;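 active = fluorescence-ratio B-score plate-corrected deviation score at least 3 library SD below zero, with starting fluorescence score within 5 deviations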;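 also: channel opened by trigger with iodide after compound preincubation; score built on the fluorescence ratio of max minus min over baseline; more negative score means more quench and so TMEM16A activation or potentiation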
MrgX1 antagonist = blocks BAM8-22 activation of human MrgX1 receptor; MRGX1-HEK293 calcium flux, Fluo-4, BAM8-22 antagonism; stronger effect = lower value; B-score at 10 µM; 1.3% of 310,000 active;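 active = calcium-response B-score plate-corrected more than 3 library SD below zero, starting fluorescence within 5 deviations, no agonist response on first addition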;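 also: peak minus trough fluorescence over baseline after final BAM8-22 challenge near maximal dose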
HDAC3 inhib = human HDAC3 inhibition. O15379. recombinant HDAC3, fluorogenic peptide/trypsin coupled, fluorescence. inhibition, % at 8.3 µM. 0.15% of 320,000 active; in the data active = inhibition above about 26%, passing the limit was not always enough; inconclusive = no clear call, values can overlap the other calls
TRPC6 inh = blocks the mouse TRPC6 cation channel; 1.1% of 310,000 active; HEK293-TRPC6, membrane potential dye, ACh-evoked depolarization; stronger effect = lower value; AID 2553; B-score at 10 µM; Q61143;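 active = B-score under library mean minus 3 SD, initial fluorescence not abnormally high, positive integrated signal ratio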;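 also: B-score derived from integrated fluorescence ratio over the kinetic read; more negative B-score means stronger inhibition of depolarization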
RGS4 act = potentiators or activators of RGS4 | HEK293 M3R/inducible RGS4, carbachol calcium flux Fluo4; stronger effect = lower value | B-score at 10 µM | 0.92% of 310,000 active | AID 463111;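 active = B-score of the integrated calcium signal more than 4 SD below the library mean, with starting fluorescence not abnormally high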;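 also: negative B-score means reduced calcium response which marks RGS4 activation or potentiation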
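Test system: HEK293 cells with stable M3R and inducible RGS4; also added: carbachol at ECmax as muscarinic agonist stimulus; schedule: dye loading 30 min 37 °C, buffer rest 30 min RT; technique: kinetic calcium fluorescence imaging with Fluo4-AM dye, 2 µM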
The depositor's hits bear a star; i = inactive; ? = inconclusive; · = not tested or not shown. These rows are one share of the data, so the mix of outcomes need not match the whole.

No.	molecule	RGS4 block	TMEM16A inh	MrgX1 PAM	TRPC6 activator	MrgX1 agonist	SKKanGAS inh	TMEM16A act	MrgX1 antagonist	HDAC3 inhib	TRPC6 inh	RGS4 act
1	CCOC(=O)CCN=Cc1c(O)n(-c2ccc(Br)cc2)c(=O)[nH]c1=O	i	i	i	i	i	-6.2	i	i	9.2	i	i
2	O=C(COC(=O)c1ccc(O)cc1)Nc1ccc(Cl)cc1C(=O)c1ccccc1	i	i	i	i	i	-9.0	i	i	14.3	i	i
3	CN(C(=O)CN1CC=C(c2ccccc2)CC1)c1c(N)n(Cc2ccccc2)c(=O)[nH]c1=O	i	i	i	i	i	-19.6	i	i	-1.9	i	i
4	O=C(CF)NC(NC(=S)Nc1ccccc1O)C(Cl)(Cl)Cl (centres undefined)	i	i	i	i	i	7.3	i	i	-2.7	i	i
5	O=c1[nH]c(=S)n(CCC2=CCCCC2)c(O)c1C=NCc1cccnc1	i	i	i	i	i	-7.3	i	i	0.6	i	i
6	c1ccc(C2CC3CC(c4ccco4)N2O3)cc1 (centres undefined)	i	i	i	i	i	-0.7	i	i	0.7	i	i
7	CCCCC(=O)N/N=C/c1c(O)n(CCc2ccc(OC)c(OC)c2)c(=O)[nH]c1=O	i	i	i	i	i	0.7	i	i	6.4	i	i
8	Cc1cc(CN(C)C)c(OC(=O)N(C)C)cc1C	i	i	i	i	i	8.1	i	i	-7.3	i	i
9	CCn1cc(C(=O)NCc2ccccc2)c2ccccc21	i	i	i	i	i	-4.9	i	i	·	i	i
10	CCOCC(=O)NC1CCSC1=O (centres undefined)	i	i	i	i	i	4.6	i	i	3.5	i	i
11	CNC(=S)N/N=C1\C2CN3CCN(C2)CC1(c1ccccc1)C3	i	i	i	i	i	-1.4	i	i	-0.4	i	i
12	COc1ccc(CCNC(=O)c2c(N)n(CCN3CCOCC3)c3nc4ccccc4nc23)cc1	i	i	i	i	i	50.5*	i	i	0.2	i	i
13	Fc1cccc(C2NCCc3[nH]cnc32)c1 (centres undefined)	i	i	i	i	i	0.9	i	i	-7.7	i	i
14	CCN(CC)C(=O)c1ccc(NC(=O)c2cccc(C(F)(F)F)c2)cc1	i	i	i	i	i	-2.1	i	i	-1.0	i	i
15	COc1cc(Cn2c(N)c(C(=O)NCc3ccco3)c3nc4ccccc4nc32)cc(OC)c1OC	i	i	i	i	i	37.3	i	i	-19.3	i	i
16	COCCOC(=O)c1c(N)n(Cc2ccccc2)c2nc3ccccc3nc12	i	i	i	i	i	8.1	i	i	-4.3	i	i
17	Cc1c(N=Nc2c(O)n(C)c(=O)n(C)c2=O)c(=O)n(-c2ccccc2)n1C	i	i	i	i	i	0.8	i	i	3.6	i	i
18	O=C(c1cccnc1)c1cc2ccccc2[nH]1	i	i	i	i	i	2.2	i	i	1.2	i	i
19	CCOC(=O)c1c(NC(=O)c2c(N)n(CCCOC)c3nc4ccccc4nc23)sc2c1CCCC2	i	i	i	i	i	55.8*	i	i	4.4	i	i
20	CN(C)CCOC(=O)c1cn(Cc2ccccc2)c2ccccc12	i	i	i	i	i	2.6	i	i	-0.4	i	i
21	OC(c1cccc(Cl)c1)(c1cccc(Cl)c1)C1CN2CCC1CC2 (centres undefined)	i	i	i	i	i	3.7	i	i	2.4	-8*	-13.8*
22	Cc1c(C(c2ccc(Cl)cc2Cl)c2c(O)c3ccccc3oc2=O)c(=O)n(-c2ccccc2)n1C (centres undefined)	i	i	13.6*	i	i	16.6	i	i	-7.8	i	i
23	O=S(=O)(c1ccccc1)N1CC1c1ccccc1 (centres undefined)	i	i	i	i	i	3.2	i	i	-4.7	i	i
24	CCOc1ccc(-n2c(O)c(C=Nc3ccc(N(CC)CC)cc3)c(=O)[nH]c2=O)cc1	i	i	i	i	i	3.3	i	i	-4.5	i	i
25	CC(=O)Nc1ccc([As](=O)(O)c2ccc([N+](=O)[O-])cc2)cc1	i	i	i	i	i	-0.1	i	i	1.6	i	i
26	Cc1c(P(=S)(c2ccccc2)c2ccccc2)[n+]2ccccc2n1C	i	·	·	i	·	-15.0	i	·	·	i	i
27	CN1CCN(c2ccc3c(c2)S(=O)(=O)c2ccccc2C3=O)CC1	i	i	i	i	28.2*	0.7	i	i	1.4	-5.31*	i
28	COCCCn1c(N)c(C(=O)OCCOC)c2nc3ccccc3nc21	i	i	i	i	i	10.2	i	i	-135.2	i	i
29	O=P1(NCCCn2cc[n+](Cc3nc4ccccc4[nH]3)c2)C=C(c2ccccc2)OC(c2ccccc2)=C1	i	i	i	i	i	-12.9	i	i	-2.6	i	i
30	CC1(C)CN=C(NCc2ccccc2)S1	i	i	6.44*	i	i	-4.0	i	i	3.4	i	i
31	Cc1ccc(-n2c(O)c(C=NCc3cccnc3)c(=O)[nH]c2=O)cc1C	i	i	i	i	i	-3.6	i	i	2.7	i	i
32	CCOc1ccc(CN2CCCC(C(=O)c3ccccc3OC)C2)cc1 (centres undefined)	i	i	i	i	i	-3.4	i	i	-0.5	i	i
33	CCN1C(=O)NC(=O)/C(=C/c2cc(C)n(-c3sc(C)c(C)c3C#N)c2C)C1=O	i	i	i	i	i	5.9	i	i	-0.8	i	i
34	CCOC(=O)C(O)(c1ccc(NC(=S)NC(=O)c2ccc(Cl)cc2Cl)c(C)c1)C(F)(F)F (centres undefined)	i	25*	i	i	i	1.1	i	-4.72*	16.5	i	i
35	CC(C)CCCn1c(O)c(/C=C2/C=CC=N2)c(=O)[nH]c1=O	i	i	i	i	i	-1.6	i	i	-1.2	i	i
36	COc1ccc(C2C([N+](=O)[O-])=C(N)Oc3c2c(=O)oc2ccccc32)cc1 (centres undefined)	i	i	i	i	i	13.5	·	i	1.2	i	i
37	COc1ccc(/C=C/C(=O)c2c(O)n(CCC3=CCCCC3)c(=O)[nH]c2=O)cc1OC	i	i	i	i	i	20.2	i	i	2.5	i	i
38	O=C(N/N=C/c1c(O)n(-c2cccc3ccccc23)c(=O)[nH]c1=O)c1ccncc1	i	i	i	i	i	6.7	i	i	4.2	i	i
39	O=c1[nH]oc2c1CCNC2	·	i	i	·	i	·	i	i	-2.9	·	·
40	CSc1ncc(/C=C2/C(=O)NC(=O)N(c3ccc(C(C)C)cc3)C2=O)cn1	i	i	i	i	i	19.6	i	i	9.0	i	i
41	Cn1cccc1CNCCc1ccc(F)cc1	i	i	i	i	i	-1.9	i	i	-3.8	i	i
42	Cc1cc(S(=O)(=O)NCC(C)C)ccc1OCC(=O)N1CCN(Cc2ccccc2)CC1	i	i	i	i	i	-7.2	i	i	?	i	i
43	NP(=O)(OCCCc1ccccc1)Oc1ccccc1 (centres undefined)	i	i	i	i	i	-2.2	i	i	-7.9	i	i
44	CS(=O)(=O)N1CCN(C(=N)N[N+](=O)[O-])CC1	i	i	i	i	i	-2.2	i	i	2.4	i	i
45	C(=NC12CN3CN(CN(C3)C1)C2)c1cccnc1	i	i	i	i	i	2.0	i	i	1.3	i	i
46	O=c1[nH]c(=O)n(CCc2ccccc2)c(O)c1C=NCCCn1ccnc1	i	i	i	i	i	1.0	i	i	4.1	i	i
47	O=C1CC(=O)N(c2cccc(Cl)c2)C(=O)N1	i	i	i	i	i	1.5	i	i	-7.9	i	i
48	CCN1CCN(c2nc([N+](=O)[O-])nn2C)CC1	i	i	i	i	i	3.1	i	i	-1.4	i	i
49	COc1cc(/C=N/NC(=O)CN2CC(c3ccccc3)CC2=O)ccc1OC(=O)N(C)C (centres undefined)	i	i	i	i	i	0.6	i	i	16.2	i	i
50	CC(N)Cc1c[nH]c2ccc(Cl)cc12 (centres undefined)	i	i	i	i	i	-15.4	i	i	5.7	i	i
51	CCCCn1c(O)c(C(CC)=NC(C)c2ccccc2)c(=O)[nH]c1=O (centres undefined)	i	i	i	i	i	1.4	i	i	8.9	i	i
52	O=C(COc1ccc(Cl)cc1)N(c1ccc(Cl)cc1)C1CN2CCC1CC2 (centres undefined)	i	i	i	i	i	8.7	i	i	-5.0	i	i
53	CCCCCCC(=O)N/N=C/c1c(O)n(C(C)CC)c(=S)[nH]c1=O (centres undefined)	i	i	i	i	i	89.8*	i	i	12.1	i	i
54	CCCC12CN3CCN(C1)CC(CCC)(C3)C2=O	i	i	i	i	i	-1.0	i	i	·	i	i
55	NC1CCc2cc(O)c(O)cc2C1 (centres undefined)	·	i	i	·	i	·	i	i	-2.4	·	·
56	CCOP(=O)(OCC)C(O)c1ccccc1 (centres undefined)	i	i	i	i	i	-3.2	i	i	-2.7	i	i
57	CC(C)CCNC(=O)c1cc(C(=O)c2cc(Br)ccc2O)cn(CCC(C)C)c1=O	i	i	i	i	i	5.9	i	i	8.6	i	i
58	Cc1cccc(OP(=O)(Oc2cccc(C)c2)OC(c2ccccc2)C(F)(F)F)c1 (centres undefined)	i	i	i	i	i	20.4	i	i	-3.2	i	-7.67*
59	CC(Cc1ccccc1)N1Cc2ccccc2C1 (centres undefined)	i	i	i	i	i	-6.2	i	i	-2.1	i	i
60	Cc1nc2c(C(=O)N3CCC4(CC3)OCCO4)cnn2c(C)c1Cc1cccc(Cl)c1	i	i	i	i	i	6.8	i	i	-13.6	-5.23*	i

Further results follow:
No.	molecule	RGS4 block	TMEM16A inh	MrgX1 PAM	TRPC6 activator	MrgX1 agonist	SKKanGAS inh	TMEM16A act	MrgX1 antagonist	HDAC3 inhib	TRPC6 inh	RGS4 act
61	CCOP(=O)(OCC)C(NC(=O)c1ccccc1)=C(Cl)Cl	i	i	i	i	i	-6.6	i	i	2.7	i	i
62	CCC1(C)OC(c2ccccc2)=C/C(=C/C=C2C(=O)NC(=O)NC2=O)O1 (centres undefined)	i	·	·	i	·	-7.2	i	·	·	i	i
63	c1ccc(CC2CCCCN2)cc1 (centres undefined)	i	i	i	i	i	-1.9	i	i	11.7	i	i
64	O=c1c2ccccc2nc(Cc2ccccc2)n1-c1cccc(O)c1	i	i	i	i	i	-0.6	i	i	·	i	i
65	CCCCC(=O)N/N=C/c1c(O)n(CCCC)c(=S)[nH]c1=O	i	i	i	i	i	-1.2	i	i	·	i	i
